JMJD2A Tudor – inhibitors of human JMJD2A Tudor domain | AlphaScreen JMJD2A-Tudor / H3K4me3 peptide binding | Potency, µM (doses to about 114 µM), for inactives: at the highest dose activity change, negative = inhibition, actives largely listed as inhibitors | 390,000 compounds, 4.4% hits; note: % is set by controls: 0 for no effect and ±100 for the full control effect; nearly all actives have a fitted effect of over 50% in size
Pol kappa inh – blocks human DNA polymerase kappa activity; Q9UBT6; purified Pol kappa, fluorescent DNA synthesis assay, 10 min; 400,000 compounds, 0.53% hits; Potency, µM (highest dose often 107 µM), for the others: top-dose activity, negative = inhibition, actives largely listed as inhibitors; AID 588579; note: % is set by controls: 0 for no effect and ±100 for the full control effect
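Enzyme at 10 nM met test compounds for 15 min at room temperature. Substrate addition (50 nM final) began the reaction, which was monitored by fluorescence at 0 and 10 min.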
POLI inh – DNA polymerase iota (human) inhibition. Potency, µM (highest dose often 115 µM), for inactives: at the top dose activity, negative = inhibition, most hits filed as inhibitors. Q9UNA4. 390,000 compounds, 1% hits. AID 588590. Pol iota fluorescent replication assay, 10 min
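Pol iota at 10 nM preincubated 15 min with compounds at room temperature; reaction started with fluorescent substrate, 50 nM final. Fluorescence read kinetically at 0 and 10 min; buffer-only wells as negative control.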
APE1 inh – APE1 (human) endonuclease inhibition; recombinant APE1, TAMRA/BHQ-2 abasic DNA cleavage fluorescence; Potency, µM (doses to about 65.8 µM), without a hit: at the highest dose activity change, negative = inhibition, actives largely listed as inhibitors; 350,000 compounds, 0.35% hits;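 note: plate controls were vehicle for no effect and reference inhibitor for full effect; nearly all actives have a fitted effect of over 55% in size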
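Measures dequenching upon AP-site incision of a 5'-TAMRA/3'-BHQ-2 THF-containing duplex, 50 nM; human APE1 0.75 nM after 15 min room-temperature exposure to compound; kinetic three-point read at one-minute spacing.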
POLB inh – blocks human DNA polymerase beta activity | P06746 | Pol beta primer extension/strand displacement, fluorescence kinetic | Potency, µM (doses to about 114 µM), for inactives: top-dose activity change, negative = inhibition, most hits filed as inhibitors | 340,000 compounds, 1.3% hits; note: % is set by controls: 0 for no effect and ±100 for the full control effect
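Homogeneous kinetic assay of primer extension and strand displacement by 10 nM Pol beta, preincubated 15 min at room temperature with compound before 50 nM substrate (final) was added. Read at 0 and 10 min; four-parameter Hill fit.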
Pol eta inh – blocks human DNA polymerase eta activity; Q9Y253; recombinant Pol eta, fluorescent DNA replication assay; Potency, µM (doses to about 114 µM), inactives show top-dose activity change, negative = inhibition, most hits filed as inhibitors; 390,000 compounds, 1.2% hits; AID 588591; note: % is set by controls: 0 for no effect and ±100 for the full control effect
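Fluorescent replication assay: 50 nM final substrate added after a 15 min room-temperature compound preincubation with 10 nM enzyme. Signal taken at 0 min and again at 10 min.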
BLM helicase inh – inhibitors of human Bloom syndrome helicase BLM | recombinant BLM DNA unwinding, fluorescence dequenching | Potency, µM (doses to about 56.1 µM), without a hit: at the top dose activity change, negative = inhibition, most hits filed as inhibitors | 350,000 compounds, 0.2% hits | AID 2528;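 note: plate controls were vehicle for no effect and no enzyme for full effect; nearly all actives have a fitted effect of over 35% in size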
BAZ2B block – BAZ2B (human) inhibition; Q9UIF8; AlphaScreen BAZ2B-H3K14Ac peptide displacement; Potency, µM (highest dose often 114 µM), for the others: at the highest dose activity change, negative = inhibition, most hits filed as inhibitors; 360,000 compounds, 4.4% hits; AID 504333; note: % is set by controls: 0 for no effect and ±100 for the full control effect; nearly all actives have a fitted effect of over 60% in size
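Multi-concentration screen (max 110 uM) measuring displacement of acetylated histone H3 peptide from BAZ2B by AlphaScreen, using 50 nM protein, 50 nM peptide and 10 ug/mL streptavidin donor plus Ni-chelate acceptor beads.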
G9a inh – inhibitors of human histone lysine methyltransferase G9a; 350,000 compounds, 8.8% hits; AID 504332; Q96KQ7; Potency, µM (top dose mostly 102 µM), inactives show at the top dose activity, negative = inhibition, most hits filed as inhibitors; G9a H3K9 monomethylation, AlphaScreen, 2 h; note: % is set by controls: 0 for no effect and ±100 for the full control effect; nearly all actives have a fitted effect of over 75% in size
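Signal arises when biotinylated H3K9 peptide, once monomethylated, bridges streptavidin donor and antibody-captured acceptor beads. Enzyme at 20 nM was preincubated 15 min with test compounds; peptide 500 nM and SAM 20 uM then reacted for 2 h.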
* = called active by the depositor; ? = inconclusive; . = no result given; & = joins results of further samples; [ ] = remark or other dose. Calls come from the whole dose curve; as a rule, active = well fitted curve in the direction sought with a large enough effect; inconclusive = small, poorly fitted or top-dose-only effect, or another doubt; inactive = no such curve, though single readings can be large; an effect the other way counts as inactive or inconclusive. Potency is the fitted concentration of half-maximal effect.

SMILES	JMJD2A Tudor	Pol kappa inh	POLI inh	APE1 inh	POLB inh	Pol eta inh	BLM helicase inh	BAZ2B block	G9a inh
CCc1cc(C(N)=O)c(NC(=O)c2ccc(OC)cc2)s1	-12%	-20%	152%[activator]	-8%	?	?	-5%	-6%	3%[59 µM]
N=c1c(C(=O)NCc2ccc3c(c2)OCO3)cc2c(=O)n3ccccc3nc2n1CC1CCCO1 (stereo not given)	-18%	3%	24%	-13%	?	-23%	1%	-28%	17%
COc1ccc(NC(=O)C2CCCNC2=O)cc1 (stereo not given)	-9%	8%	42%[activator]	21%	26%	-13%	-7%	0%	-6%
Cc1cccc(C)c1NC(=O)c1ccccc1C(=O)O	-11%	2%	42%[activator]	6%	?	-9%	-7%&1%	-2%	17%&-8%[12.7 µM]
Cn1cc(C(=O)Nc2cccc(F)c2)cn1	-11%	-7%	7%	-4%	7%	3%	2%	0%	-10%
O=C(O)c1ccc[n+](Cc2ccc([N+](=O)[O-])cc2)c1	-2%	-6%	18%	.	.	-4%	.	.	.
O=c1cc(N2CCCC2)c2ccccc2o1	-6%	-3%	80%[activator]	20%	3%	-10%	1%	8%	.
CN(C)S(=O)(=O)c1ccc(C(=O)OCC2CCCO2)cc1 (stereo not given)	-3%	2%	178%[activator]	13%	1%	-19%	-3%	-1%	21%[0.501 µM]
CCOC(=O)CON1C(=O)C(C)(C)N(OCC(=O)OCC)C(=O)C1(C)C	3%	1%	-4%	2%	6%	-12%	-6%	9%	?
Cc1ccccc1C(=O)Nc1ccc2nc(SCC(=O)N3CCc4ccccc43)sc2c1	5%	-1%	1%	.	-5%	-9%	-5%	-15%	8%[59 µM]
Cc1ccc(Cl)c(NC(=O)CSc2cccc[n+]2[O-])c1Cl	2%	-11%	46%[activator]	-6%	.	-14%	.	.	.
COc1cccc(N2CCN(C(=O)Cn3c(-c4cccs4)cc4ccccc43)CC2)c1	-28%	-8%	-1%	.	2%	-19%	-3%	-26%	-33%[59 µM]
Cn1c(N/N=C/c2cc3ccccc3nc2Cl)nc2ccccc21	7%	-11%	5%	1%	?	-18%	1%	-3%	12%[59 µM]
O=c1oc2cc(Br)ccc2n1CSC1=NCCS1	31%	-3%	-13%	3%	4%	-11%	0%	35%	35%
CN(C)S(=O)(=O)c1ccc(C(=O)OCC(=O)NC(=O)NC2CCCC2)cc1	-8%	-9%	16%	0%	.	-1%	.	.	.
O=c1c(O)c(-c2ccc(O)cc2)oc2cc(O)cc(O)c12	?	-30%	79µM*	?	.	25µM*	-7%	.	-2%[21.5 µM]
COc1cccc(-n2c(SCC(=O)NC3CCCC3)nnc2-c2ccco2)c1	-23%	1%	9%	4%	-18%	-2%	1%	5%	-1%[59 µM]
C=CCNc1nc2c(c(=O)n(C)c(=O)n2C)n1CCCCCC	-19%	1%	29%	19%	4%	-18%	-1%	-3%	5%[12.7 µM]
C=CCC(C)(NCc1ccccc1)c1ccccc1 (stereo not given)	?	-7%	6%	5%	-2%	-8%	3%	9%	14%[59 µM]
Cn1c(=O)c2c(nc(N3CCOCC3)n2Cc2cccc(Br)c2)n(C)c1=O	0%	2%	10%	.	0%	-12%	-2%	-9%	6%[59 µM]

POLI inh: what is marked active above
SMILES	JMJD2A Tudor	Pol kappa inh	POLI inh	APE1 inh	POLB inh	Pol eta inh	BLM helicase inh	BAZ2B block	G9a inh
O=c1c(O)c(-c2ccc(O)cc2)oc2cc(O)cc(O)c12	?	-30%	79µM*	?	.	25µM*	-7%	.	-2%[21.5 µM]

Next part:
SMILES	JMJD2A Tudor	Pol kappa inh	POLI inh	APE1 inh	POLB inh	Pol eta inh	BLM helicase inh	BAZ2B block	G9a inh
CC(=O)Nc1ccc(NC(=O)CCc2c(C)noc2C)cc1	-11%	-1%	32%[activator]	9%	.	-16%	.	0%	?
CCCS(=O)(=O)c1snnc1C	1%	6%	1%	5%	9%	5%	-3%	-5%	6%[59 µM]
Cn1c(=O)c2c(ncn2CC(=O)OCC(=O)NCc2ccc(Cl)cc2)n(C)c1=O	2%	-8%	102%[activator]	4%	-1%	-2%	0%	-3%	?
CCOc1ccc(-n2c(N)c(C(=O)N3CCN(C)CC3)sc2=S)cc1	-29%	-7%	4%	0%	-27%	-7%	-1%	-35%	45µM*
O=C(C1CCN(Cc2cn[nH]c2-c2ccc(F)cc2F)CC1)N1CCOCC1	-11%	0%	162%[activator]	6%	2%	-19%	-2%	-2%	-48%
Nc1nc(NCc2c(F)cccc2Cl)nn1-c1ccccc1	?	-17%	1%	-2%	-18%	-8%	3%	?	-13%[59 µM]
Cc1ccc(NC(=O)Cn2cnc3nc4c(cc3c2=O)CCCC4)cc1Cl	4%	5%[60.1 µM]	-12%	.	-2%	-17%	2%	0%	2%[59 µM]
O=C1C=C(c2cccc3c2sc2ccccc23)C[C@@H](c2ccc(F)cc2)C1	-27%	3%	-1%	21%	.	-10%	.	9%	-12%[0.501 µM]
CCOC(=O)c1[nH]ncc1CN1CCN(Cc2ccccc2)C(CCO)C1 (stereo not given)	-4%	14%	31%[activator]	2%	21%	-18%	0%	1%	3%
O=C1NC(c2cccc(OCc3ccccc3)c2)Nc2ccccc21 (stereo not given)	-12%	-11%	-1%	.	.	-13%	.	.	.
O=C1c2cccc(NCCCNCCO)c2C(=O)c2cccc(NCCCNCCO)c21	50µM*	32µM*	45µM*	.	.	4.5µM*	.	.	.
NNC(=O)CSc1c(-c2cccs2)[nH]c2ccccc12	-13%	-9%	8%	-4%	-10%	-10%	-1%	-6%	60%[activator][59 µM]
CCC(C)n1c(=N)c(C(=O)NCc2ccco2)cc2c(=O)n3cc(C)ccc3nc21 (stereo not given)	-8%	4%	-5%	.	22%	?	-3%	-2%	-21%[59 µM]
CCC(C)(C(=O)NC1CCCCC1)N(CC1CCCO1)C(=O)Cc1cccs1 (stereo not given)	-5%	3%	89%[activator]	7%	15%	-21%	6%	-9%	-19%[59 µM]
CCCCN(C(=O)c1cccc(S(=O)(=O)N2CCCC2)c1)c1c(N)n(CCC)c(=O)[nH]c1=O	-13%	-12%	-11%	28%	.	1%	.	8%	5%[2.33 µM]
COc1cc(-c2noc(C)n2)cc(OC)c1OC	9%	3%	-6%[58.9 µM]	?	14%	-14%	0%	-2%	1%
CCOc1ccccc1CNC(=O)CN1C(=O)CCCc2ccccc21	-10%	1%	-10%	.	0%	-16%	0%	-17%	6%[59 µM]
Cc1c(-c2nc(N)nc(Nc3ccccc3)n2)oc2ccccc12	-12%	1%	8%	-6%	0%	-12%	-8%	3%	-5%
CC(C)(C)NC(=O)C1CCN(S(=O)(=O)c2ccc(Br)cc2)CC1	-7%	3%	40%[activator]	-4%	2%	2%	-3%	5%	19%[59 µM]
COc1ccccc1-c1nc(SCC(=O)N2CCC(C(N)=O)CC2)n[nH]1	-4%	1%	20%	0%	.	-14%	.	5%	-3%[12.7 µM]
COc1ccc(-n2c(-c3ccco3)nc3c(cnn3-c3ccc(C)cc3)c2=O)cc1	-22%&-14%	2%&2%	39%&17%	-5%	-3%&1%	-20%&-6%	-12%&-11%	-14%	-2%
O=C(Nc1ccc(Br)cn1)c1cccc(C(=O)Nc2ccc(Br)cn2)c1	89µM*	1%	-2%	-3%	2%	-2%	-6%	-1%	20%
O=C(CSCc1ccc(Cl)cc1)Nc1ccc2c(c1)OCCO2	-18%	-17%	9%	-7%	2%	-11%	-7%	7%	49%[12.7 µM]
COc1cc(-c2ccno2)ccc1S(=O)(=O)N1CCN(c2ccccc2F)CC1	-6%	-14%[60.1 µM]	1%	.	16%	-16%	-6%	-6%	12%[59 µM]
CCOc1ccc(NC(=S)NC(=O)c2ccco2)cc1	-23%	3%	-2%	-3%	53%	2%	-6%	24%	?
O=C(c1cccn1-c1nnc(N2CCCCC2)s1)N1CCN(c2ccccc2)CC1	-28%	8%	-10%	.	0%	-2%	-1%	?	-24%[59 µM]
CC1=C(C#N)C(Nc2cccc(C)n2)(C(F)(F)F)C(=O)N1 (stereo not given)	-10%	-5%	11%	-3%	0%	-10%	-11%	11%	?
CC(=O)N1CCN(Cc2nc3cc(NC(=O)C4CCCCC4)ccc3n2C)CC1	-2%	-2%	19%	13%	75%	-3%	-3%	-12%	-3%[59 µM]
COc1ccc(NS(=O)(=O)c2cc(NC(=O)c3ccco3)ccc2N2CCCCC2)cc1	-27%[57.1 µM]	-17%	-2%	9%	18%	-19%	-6%	-10%	-8%[59 µM]
Cc1cccc(OCC(=O)Nc2ccc(-c3nc4ccccc4o3)cc2)c1C	-30%	4%	1%	.	-7%	.	-6%	0%	-33%[59 µM]
CCOc1ccc(CNS(=O)(=O)c2c(C)nc3sccn3c2=O)cc1OC	-24%	-6%	2%	18%	57%	-10%	-3%	5%	21%
COc1ccc(CCNc2ncnc3c2oc2ccccc23)cc1OC	?	-1%[60.1 µM]	?	0%	-1%	8%	0%	?	-46%[59 µM]
CCCn1c(=O)c(C(=O)NCc2ccco2)c(O)c2ccccc21	-10%	-5%	?	?	2%	-3%	-2%	-27%	?
Cc1cccc(C(=O)N/N=C/c2ccc(OCC(=O)N3CCCCC3)cc2)c1	-10%	-8%	-11%	-1%	31%	4%	0%	3%	42%[12.7 µM]
Cc1cc(C(=O)OCC(=O)NCc2ccc(Cl)cc2Cl)c(C)o1	-10%	2%	3%	-6%	.	-6%	.	8%	9%[2.33 µM]
CC(=O)Nc1ccc(NC(=O)C2CCCCN2S(=O)(=O)c2ccc(C(C)(C)C)cc2)cc1 (stereo not given)	-24%	-1%	-9%	-9%	35%	-23%	-7%	-7%	14%
O=C(/C=C/c1cccs1)c1ccc(Br)cc1	2%	-20%	-8%	?	7%	-1%	-12%	-30%	-4%
COc1cccc(CNC(=O)CNC(=O)N2CC(=O)Nc3ccccc32)c1	-15%	8%	18%	28%	-2%	-12%	0%	-3%	31%
CCCCN(CCCC)CCCNC(=O)c1cc(-c2ccc(Cl)s2)nc2ccccc12	-8%	-30%	51%[activator]	.	3%	-2%	-11%	8%	-68%[59 µM]

Not all compounds are listed; rates above refer to the full screens.
